High-throughput results as filed in PubChem.
RGS4 pot – RGS4 potentiators or activators, primary screen, cell-based, HEK293 M3R inducible RGS4, calcium flux; hit rate 0.92% among 310,000; B-score at 10 µM; carbachol calcium flux Fluo4; stronger effect = lower value;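 active means B-score of the integrated calcium signal more than 4 SD below the library mean, with starting fluorescence not abnormally high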;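 further: negative B-score means reduced calcium response which marks RGS4 activation or potentiation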
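Detection: kinetic calcium fluorescence imaging with Fluo4-AM dye, 2 µM / Material: HEK293 cells with stable M3R and inducible RGS4 / Schedule: recording 10 s baseline at 1 Hz, 100 s post-agonist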
KCNK9 inh – KCNK9 potassium channel inhibitors, primary screen, HEK293 cells, thallium flux; Potassium channel subfamily K member 9 (Homo sapiens), Q9NPC2; FluxOR thallium flux fluorescence; stronger effect = lower value; B-score at 10 µM; hit rate 1.2% among 310,000;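 active means ratio B-score over 3 SD below the library mean, with starting fluorescence within 5 SD of its mean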;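 further: negative B-score means less thallium flux so channel inhibition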
HDAC3 inhib – HDAC3 deacetylase inhibitors, primary screen, biochemical, fluorescence, cell-free homogeneous; recombinant HDAC3, fluorogenic peptide/trypsin coupled; inhibition, % at 8.3 µM; hit rate 0.15% among 320,000; in the data active means inhibition above about 26%, passing the limit was not always enough
KCNK3 block – human KCNK3 channel inhibitors, primary screen, CHO cells, FluxOR thallium flux, B-score; Potassium channel subfamily K member 3 (Homo sapiens), O14649; FluxOR fluorescence; stronger effect = lower value; B-score at 10 µM; hit rate 0.84% among 340,000;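 active means B-score under library mean minus 4 SD, starting fluorescence ratio at most library mean plus 5 SD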;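 further: more negative B-score means stronger inhibition of thallium flux through KCNK3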
Target sequence (O14649 whole entry, looked up): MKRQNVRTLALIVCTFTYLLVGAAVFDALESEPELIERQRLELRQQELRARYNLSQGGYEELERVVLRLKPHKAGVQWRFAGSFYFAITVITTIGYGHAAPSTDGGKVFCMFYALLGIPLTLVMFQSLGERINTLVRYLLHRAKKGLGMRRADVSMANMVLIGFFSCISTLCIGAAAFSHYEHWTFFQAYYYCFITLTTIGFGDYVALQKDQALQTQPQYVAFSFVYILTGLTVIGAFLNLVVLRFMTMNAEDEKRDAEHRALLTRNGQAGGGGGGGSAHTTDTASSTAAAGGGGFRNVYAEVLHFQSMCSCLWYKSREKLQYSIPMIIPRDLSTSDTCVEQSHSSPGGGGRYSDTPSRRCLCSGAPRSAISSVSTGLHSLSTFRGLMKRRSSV
GSK3A inh – blockers of GSK3A enzyme activity – biochemical, luminescence, cell-free homogeneous, HTS, primary screen. GSK-3 alpha kinase, ADP-Glo luminescence, 60 min. inhibition, % at 10 µM. hit rate 0.1% among 320,000;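 in the data active means inhibition above about 50%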;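 further: GST-tagged GSK-3 alpha with peptide substrate and 25 µM ATP; 0% = DMSO neutral wells and 100% = GW8510 positive control wells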
Target sequence (P49840 whole entry, looked up): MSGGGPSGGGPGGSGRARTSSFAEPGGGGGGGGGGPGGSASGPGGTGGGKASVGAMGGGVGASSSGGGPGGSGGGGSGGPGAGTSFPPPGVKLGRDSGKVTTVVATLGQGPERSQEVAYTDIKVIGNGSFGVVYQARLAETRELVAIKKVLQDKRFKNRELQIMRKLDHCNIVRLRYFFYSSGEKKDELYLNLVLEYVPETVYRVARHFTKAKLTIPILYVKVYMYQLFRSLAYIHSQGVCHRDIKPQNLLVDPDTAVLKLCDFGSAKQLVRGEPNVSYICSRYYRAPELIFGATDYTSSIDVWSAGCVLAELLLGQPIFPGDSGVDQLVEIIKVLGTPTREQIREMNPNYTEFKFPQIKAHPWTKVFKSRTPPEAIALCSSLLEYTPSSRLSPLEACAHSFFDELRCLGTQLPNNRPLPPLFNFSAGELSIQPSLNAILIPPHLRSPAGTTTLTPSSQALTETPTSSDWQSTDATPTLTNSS
KCNQ1 block – inhibitors of human KCNQ1 channel, primary screen, cell-based, thallium flux, high-throughput; B-score at 10 µM; CHO-K1 KCNQ1, FluxOR thallium flux fluorescence; stronger effect = higher value; AID 2642, 2010; hit rate 1.3% among 310,000;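 active means compounds whose thallium flux B-score, printed positive for inhibition, exceeds three library SD while starting fluorescence stays within three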;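 further: channel opened by potassium depolarization with thallium stimulus after 20 min compound exposure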
GSK3beta inhib – human GSK3beta kinase inhibitors, primary screen, biochemical, cell-free homogeneous, HTS; GST-GSK3beta kinase, ADP-Glo luminescence, 60 min; stronger effect = lower value; activity score (negative = inhibition), % at 10 µM; Glycogen synthase kinase-3 beta (Homo sapiens), P49841; AID 2097, 2009; hit rate 0.038% among 300,000;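 active means more than half of replicate wells score below -50%, meaning over 50% inhibition versus plate controls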;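 further: 0% = median DMSO wells and -100% = median GW8510 positive control wells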
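test system = GST-tagged human GSK3beta kinase, cell-free | reagent = 25 µM ATP with peptide substrate | dosing = one dose of 10 µM per compound | schedule = 60 min reaction, RT | detection = luminescent ADP-Glo measurement of ADP formed | control set = DMSO neutral wells and GW8510 at 20 µM as positive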
PolyA inh – polyadenylation inhibitors in yeast reporter cells, primary screen, luminescence, S. cerevisiae; S. cerevisiae SKY197-pL101 polyadenylation reporter, beta-gal luminescence; efflux-impaired pdr1/pdr3 knockout yeast; score 100 = 6 SD above DMSO; calls only at 12 µM; hit rate 0.02% among 300,000; AID 1875, 2009;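 active means lowest replicate activity score at least 50, where 100 means six control SD above control mean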;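 further: yeast exposed to compound for 9 h at 30 °C; higher score means more reporter readthrough which indicates perturbed polyadenylation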
hERG protect – hERG rescue from dofetilide block, primary screen, cell-based, CHO-hERG, FluxOR thallium flux, dofetilide IC70 | AID 1511, 2009 | Voltage-gated inwardly rectifying potassium channel KCNH2 (Homo sapiens), Q12809 | hit rate 0.51% among 310,000 | activation (rescue from dofetilide block), less the hit threshold, % at 10 µM | dofetilide IC70 present;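 active means activation above the mean of controls blocked by dofetilide plus 5 SD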;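 further: thallium influx through hERG after potassium depolarization seen as dye fluorescence rise; in these data hits start at about 4.7%; inactives centre near -7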
Dyrk1A ADPGlo – rat Dyrk1A kinase inhibitors, primary screen, biochemical, single point, plate reader. hit rate 0.43% among 310,000. ADP-Glo luminescence, NFATc1 peptide. inhibition, % at 12.5 µM. Dual specificity tyrosine-phosphorylation-regulated kinase 1A (Rattus norvegicus), Q63470; in the data active means inhibition above about 50%;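 further: plate controls were vehicle with enzyme for no effect and no enzyme for full effect; many of its hits are not listed in these tables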
KCNQ1 act – potentiators or activators of KCNQ1 channel, primary screen, cell-based, thallium flux, high-throughput. CHO-K1 KCNQ1, thallium flux FluxOR fluorescence; stronger effect = higher value. AID 2648, 2010. hit rate 0.35% among 310,000. B-score at 10 µM. Potassium voltage-gated channel subfamily KQT member 1 (Homo sapiens), P51787;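 active means fluorescence ratio B-score, a plate-corrected score, at least three library SD, with initial intensity B-score within 5 SD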
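assay system = CHO-K1 cells stably expressing KCNQ1 | medium = assay buffer, equal DMSO in all wells | timing = 37 °C overnight plating, 90-min dark dye load, 20-min compound pretreatment | measured by = kinetic FluxOR thallium fluorescence, 10-s 1-Hz baseline, 110-s post-stimulus read | measure = fluorescence change relative to baseline, converted to B score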
* hit, by the source's call; i = inactive; · = not tested or not shown. The list is partial; count on the stated rates, not on these rows.

SMILES	RGS4 pot	KCNK9 inh	HDAC3 inhib	KCNK3 block	GSK3A inh	KCNQ1 block	GSK3beta inhib	PolyA inh	hERG protect	Dyrk1A ADPGlo	KCNQ1 act
Cc1sc2nc(SCc3nc(-c4cccs4)no3)n(-c3ccccc3)c(=O)c2c1C	i	-7.66*	2.3	-12.5*	1.0	i	-4.5	i	-8.9	8.0	i
CCOc1ccccc1NC(=O)C1CCCN(S(C)(=O)=O)C1 (stereo unspecified)	i	i	-1.4	i	-1.6	i	-4.4	i	-3.8	-1.2	i
CC(C)(C)Sc1ccccc1S(=O)(=O)C(C)(C)C	i	i	0.7	i	-2.6	i	2.7	i	-0.3	2.2	i
Cc1nc(C)c(C(=O)N2CCCC(C(=O)c3cc(F)ccc3F)C2)s1 (stereo unspecified)	i	i	·	i	-1.4	i	0.8	i	-6.7	1.2	i
CN1C(=O)/C(=C/c2ccc(OCc3ccccc3F)cc2)NC1=S	i	i	-9.1	i	-2.5	i	1.5	i	-2.3	-3.6	i
COc1ccc(N/C(N)=N/c2nc(CSc3nnc(C)s3)cc(=O)[nH]2)cc1	i	i	-2.0	i	-7.6	i	2.1	i	-10.8	-1.0	i
COc1ccc(-n2c(SCCC#N)nnc2-c2cc(Cl)ccc2OC)cc1Cl	i	-11.3*	-4.2	i	2.3	i	0.9	i	-16.3	-0.1	i
CC(C)Cn1c(N)c(C(=O)COC(=O)[C@@H]2CCCN2C(=O)c2cccs2)c(=O)n(C)c1=O	i	i	9.2	i	2.1	i	-0.3	i	-22.2	4.9	i
O=C(COc1ccc(F)cc1)Nc1c(C(=O)N2CCC(N3CCCCC3)CC2)oc2ccccc12	i	i	4.9	i	-1.0	i	·	i	-13.9	4.2	i
C=CCn1c(=O)c2c(C)c(C)sc2n2c(Nc3ccc(OC)cc3)nnc12	i	i	9.1	i	1.7	i	3.5	i	-7.6	3.2	i
O=C(O)CC(SCC(=O)Nc1ccc(Cl)c(S(=O)(=O)N2CCOCC2)c1)C(=O)O (stereo unspecified)	i	i	-6.1	i	-1.6	i	2.2	i	-16.5	-8.0	i
Cc1ccc(S(=O)(=O)N2CCCCC2C(=O)O)s1 (stereo unspecified)	i	i	2.4	i	-3.4	i	4.2	i	-1.7	6.6	i
NC(=O)CC(NC(=O)c1ccc(Br)cc1)c1ccc(N2CCCCCCC2)c([N+](=O)[O-])c1 (stereo unspecified)	i	-10.4*	1.9	i	-2.3	i	-4.1	i	-10.4	5.8	i
CCOc1cc(/C=N/O)cc(Br)c1OC	i	i	0.5	i	-5.1	i	-13.1	i	-7.7	4.7	i
COc1ccc(S(=O)(=O)N2CCC(C(=O)Nc3cc(Cl)ccc3N3CCOCC3)CC2)cc1OC	i	i	-2.4	i	-0.9	i	-3.2	i	-7.5	4.5	i
Fc1ccc(-n2cc(-c3ccccc3)c3c(=S)nc[nH]c32)cc1	i	i	-3.7	i	2.0	i	-1.9	i	1.1	-0.7	10*
Oc1[nH]c2ccccc2c1C=Nc1ccccc1	i	i	·	i	-1.4	i	-0.3	i	-8.8	-2.9	i
CC(C)c1ccc(/C=N/N2CCCCC2)cc1	i	i	-1.6	i	0.3	i	-6.1	i	-16.6	15.2	i
Clc1ccccc1OCCCCn1ccnc1	i	i	-0.7	i	1.4	i	-3.4	i	-9.0	2.9	i
CCCn1c(N)c(N(CCOC)C(=O)c2ccccc2)c(=O)[nH]c1=O	i	i	-3.2	i	-3.4	i	2.5	i	-4.2	-3.8	i
COc1ccc(CN2CCNC(=O)C2CC(=O)N(C)Cc2ccon2)c(OC)c1 (stereo unspecified)	i	i	4.4	i	0.1	6*	0.1	i	-6.7	-3.8	i
CC(=O)Nc1ccc(OCCCNC(=O)c2c(-c3ccccc3)noc2C)cc1	-8.56*	i	8.4	i	-0.5	i	1.4	i	-4.2	·	i
Cc1cc(C(=O)O/N=C(\N)c2ccc(C(C)(C)C)cc2)no1	i	i	5.6	i	-1.5	i	1.2	i	-4.2	·	i
O=C(NC(NC(=S)Nc1ccc(Cl)c(Cl)c1)C(Cl)(Cl)Cl)c1ccco1 (stereo unspecified)	i	i	5.5	i	-0.4	i	0.9	i	-10.7	1.1	i
O=C(CSc1nnc(-c2ccncc2)n1-c1ccc(Cl)cc1)NCc1cccs1	i	i	3.4	i	-2.5	i	-0.3	i	-12.9	6.3	i
COc1ccc(S(=O)(=O)NC2CCCCC2)cc1-n1cnnn1	i	i	-7.3	i	-0.3	i	6.0	·	-6.5	-0.1	i
CCOc1cccc(C(=O)Nc2nc(-c3ccc(S(=O)(=O)N4CCOCC4)cc3)cs2)c1	i	i	7.1	i	-0.9	i	-2.1	i	-9.0	2.1	i
Cc1ccc(S(=O)(=O)N(C)C)cc1NC(=O)COC(=O)CCC(=O)c1cccs1	i	i	12.1	i	-2.3	i	-3.0	i	-1.8	·	i
Cc1noc(NS(=O)(=O)c2ccc(NC(=O)c3cnc4scc(C)n4c3=O)cc2)c1C	i	i	13.2	i	-1.3	i	-0.6	i	-12.5	5.9	i
CC(=O)c1cc(NC(=O)c2cccc(C(F)(F)F)c2)c(=O)oc1C	i	i	-1.3	i	-1.1	i	0.0	i	-12.7	1.8	i
O=C(NC1CC1)C1=C[C@H](C2CC2)C[C@H](OCCCCO)O1	i	i	-2.8	i	-1.1	i	2.2	i	-11.1	-1.0	i
O=C1c2ccccc2C(=O)N1C/C=C/c1ccccc1	i	i	6.0	i	0.2	i	-2.0	i	-5.9	-6.5	i
Cc1cc(C)c(C)c(N=Nc2nc3ccccc3n2C)c1C	i	i	3.1	i	-0.8	i	3.2	i	-7.5	1.6	i
COc1ccc(CNC(=O)C(C)NC(=O)c2cc3ccccc3o2)cc1 (stereo unspecified)	i	i	·	i	·	i	-0.4	i	-0.4	-3.0	i
COc1ccc(-c2noc(CNC(=O)CCCN3C(=O)[C@H]4CC=CC[C@H]4C3=O)n2)cc1	i	i	-2.7	i	-0.7	i	1.0	i	-8.8	3.4	i
O=[N+]([O-])c1cccc(/C=N/Nc2nnc(-c3ccccc3)c(-c3ccccc3)n2)c1	i	i	-2.2	i	0.3	i	1.9	i	-10.5	-1.3	i
Cc1ccc(NC(=O)Nc2cccc(C)n2)c(C)c1	i	i	2.3	i	-3.6	i	3.6	i	-12.4	-6.2	i
O=C(NCC(=O)N(Cc1ccco1)C(C(=O)NC1CCCC1)c1cccnc1)c1cccs1 (stereo unspecified)	i	i	-2.6	i	-4.5	i	4.7	i	-1.9	11.7	i
Cc1c(-c2ccccc2)[n+](=O)c(-c2ccco2)c(C)n1[O-]	i	i	-3.3	i	-0.3	i	0.2	i	-12.7	-3.9	i
Cc1nc(-c2ccccn2)nc(N2CCOCC2)c1Cl	i	i	1.3	i	-2.5	i	-2.5	i	-14.5	6.3	i
COC(=O)c1c(NC(=O)CCCC(=O)O)sc2c1CCCCC2	i	i	-0.5	i	-3.5	i	1.2	i	-19.4	2.4	i
CCc1ccc2oc(-c3ccc(N)cc3)nc2c1	i	i	-61.8	i	-5.2	i	0.8	i	-13.6	4.8	i
O=C1CSC(c2ccncc2)N1Cc1ccccc1 (stereo unspecified)	i	i	-4.5	i	-0.2	i	-0.5	i	-1.0	-3.4	i
Cc1cc(C)nc(SCCC(=O)Nc2ccccc2C)n1	i	i	-10.8	i	·	i	1.8	i	-8.4	-5.9	i
Cc1cccc(NC(=S)NCc2ccccn2)c1	i	i	-1.7	i	-0.8	i	-0.9	i	-7.7	-10.4	i
CCCSc1nc(C)c(CC(=O)OCC)c(=O)[nH]1	i	i	0.5	i	-0.5	i	-2.2	i	-9.5	0.7	i
CN(Cc1ccccc1NCC(=O)Nc1ccccc1C#N)C1CCCCC1	i	i	-6.5	i	-1.7	i	2.1	i	-18.7	-2.0	i
CC(=O)Nc1ccc(Nc2nc3ccccc3n3cnnc23)cc1	i	i	-8.9	i	-3.8	i	3.4	i	-3.9	41.8	i
CC(C)c1ccc(/C=C2\C(=N)N3N=C(CC(=O)N4CCCCC4)SC3=NC2=O)cc1	i	i	6.2	i	-0.2	i	-1.7	i	-9.6	-3.6	i
CC(NC(=S)Nc1ccc(F)cc1)C(c1cccs1)N1CCOCC1 (stereo unspecified)	i	i	-5.8	i	0.2	i	-2.0	i	-14.8	-2.4	i
Cn1c(N)c(C(=O)COC(=O)CCCOc2ccc(Cl)cc2Cl)c(=O)n(C)c1=O	i	i	2.4	i	1.7	i	-2.1	i	-6.2	-1.5	i
CC(=O)NC1Sc2ccccc2N=C1c1ccccc1 (stereo unspecified)	i	i	3.2	i	·	i	0.3	i	-6.0	14.6	i
O=C(CC(Nc1ccccc1Cl)C(=O)OCC(=O)c1cccs1)c1ccccc1 (stereo unspecified)	i	-9.39*	-3.0	i	1.8	i	-2.2	i	-9.5	-8.5	i

Results in hERG protect, for three of the compounds above:
molecule | hERG protect
CCc1ccc2oc(-c3ccc(N)cc3)nc2c1 | -13.6
O=C1CSC(c2ccncc2)N1Cc1ccccc1 (stereo unspecified) | -1.0
Cc1cc(C)nc(SCCC(=O)Nc2ccccc2C)n1 | -8.4
